# FXN GAA850 act: FXN promoter activators, primary screen, cell-based, luciferase luminescence, HEK293 lucGAA850; activation, % at 6 µM; 360,000 compounds, 0.56% hits; AID 540364, 2011; HEK293 lucGAA850 FXN promoter luciferase reporter, 24 h; percent of 10 µM SAHA response;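 active = activation above the average of all compounds screened plus 3 SD, cutoff fixed separately per campaign, cut at about 7.5% in these data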;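 note: 0% = DMSO wells and 100% = 10 µM SAHA wells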
# NPR1 activator: GC-A stimulated cGMP production enhancers – HEK293 GC-A cells, cGMP TR-FRET, EC30 ANP, primary screen | 0% at EC30 ANP, 100% saturating ANP | activation, % at 10 µM | 370,000 compounds, 0.14% hits; in the data active = activation above about 40%
# DAX1 inh: DAX1 (NR0B1) inhibitors, primary screen, cell-based, HEK293, Gal4-DAX1, luciferase luminescence; inhibition, % at 6.75 µM; HEK293 Gal4-DAX1 luciferase reporter; AID 504766, 2011; 340,000 compounds, 0.99% hits;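 active = inhibition above the mean over all tested compounds plus 3 SD, cut at about 4.2% in these data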;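 note: 0% = DAX1-transfected cells with DMSO and 100% = empty-vector control cells with DMSO; inhibition shows as a rise in luminescence from relieved DAX1 repression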
# Target sequence (P51843 207-470 limits assumed): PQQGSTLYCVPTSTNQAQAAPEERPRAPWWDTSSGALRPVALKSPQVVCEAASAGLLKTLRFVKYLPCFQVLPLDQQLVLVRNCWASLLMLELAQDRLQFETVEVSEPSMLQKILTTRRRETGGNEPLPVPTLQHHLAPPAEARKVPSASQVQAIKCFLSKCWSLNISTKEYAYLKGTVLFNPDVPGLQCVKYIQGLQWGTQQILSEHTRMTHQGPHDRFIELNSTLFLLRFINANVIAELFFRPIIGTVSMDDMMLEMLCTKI
# * marks the source's active call; other numbers are inactive results.
FXN GAA850 act,NPR1 activator,DAX1 inh,SMILES
-2.0,-6.0,-1.2,CCOC(=O)c1cccc(S(=O)(=O)N(CCO)Cc2cc3cc(OC)ccc3[nH]c2=O)c1
-3.1,1.4,1.0,CC(=O)NC(Cc1ccccc1)C(=O)N1CCN(C(=O)c2ccco2)CC1 (stereo not drawn)
-1.8,-8.1,-0.7,CC(C)C(=O)NC(c1ccccc1Cl)c1c(O)ccc2ccccc12 (stereo not drawn)
-1.2,-11.8,0.1,O=C(CSc1nnc2sc3ccccc3n12)N1CCN(c2ccccc2)CC1
1.2,-0.9,0.0,CCCCC(=O)Nc1ccc(C(=O)NNC(=O)c2ccccc2Br)cc1
-0.9,-0.6,0.0,O=C(Cn1cnc2c(nnn2-c2ccc(F)cc2)c1=O)NCc1ccco1
1.3,-3.9,-1.6,CCOc1ccc(C=NNc2ccc(S(=O)(=O)Nc3ccccc3C(=O)O)cc2[N+](=O)[O-])cc1
-0.6,-3.7,-0.6,CCOC(=O)C1=C(C)OC(N)=C(C#N)C1c1ccsc1 (stereo not drawn)
-4.0,-3.2,-1.3,COc1c(C)cc(Br)cc1C(=O)Nc1cccc(NC(=O)c2ccco2)c1
-1.0,0.6,-0.5,COc1ccc(/C=C/C(=O)NCc2cn(C)nc2C)cc1COc1ccc(Cl)cc1Br
1.0,-1.5,0.0,COc1ccccc1N1CCN(CC(=O)Nc2ccc(CN3CCCCC3)cc2)CC1
2.5,2.0,1.5,C1CCN(c2nc3nonc3nc2NCC2CCOCC2)CC1
2.3,-0.5,2.6,O=C(NCCOc1ccccc1Cl)c1cc(F)c(F)cc1Cl
0.4,2.8,-1.5,Cc1cc(C(=O)N2CCN(C/C=C/c3ccccc3)CC2)cs1
-4.7,-1.1,-0.7,O=C(c1ccc(Cl)c(S(=O)(=O)NCc2ccccc2)c1)N1CCN(c2ccccn2)CC1
-0.7,1.6,1.0,C1=C(CCNCC2CC2)CCCC1
0.8,-2.1,0.3,CCOc1ccc(OCC)c(NC(=O)Cn2cccc2)c1
2.8,0.8,1.7,O=C(CNC(=O)c1ccc([N+](=O)[O-])cc1)c1ccccc1
-2.0,0.9,0.2,CC(Cl)C(=O)c1c(N)n(C)c(=O)n(C)c1=O (stereo not drawn)
0.8,0.8,-1.3,O=C(Nc1cccc2ccccc12)c1cn(-c2ccccc2)nc1-c1cccs1

# An excerpt from further up, as a working copy:
FXN GAA850 act,NPR1 activator,DAX1 inh,SMILES
0.8,-2.1,0.3,CCOc1ccc(OCC)c(NC(=O)Cn2cccc2)c1
2.8,0.8,1.7,O=C(CNC(=O)c1ccc([N+](=O)[O-])cc1)c1ccccc1

# Rewritten with two lines to a compound: entries from further up
# Each structure is followed by: FXN GAA850 act, NPR1 activator, DAX1 inh
C1CCN(c2nc3nonc3nc2NCC2CCOCC2)CC1
 : 2.5, 2.0, 1.5
O=C(NCCOc1ccccc1Cl)c1cc(F)c(F)cc1Cl
 : 2.3, -0.5, 2.6
Cc1cc(C(=O)N2CCN(C/C=C/c3ccccc3)CC2)cs1
 : 0.4, 2.8, -1.5
O=C(c1ccc(Cl)c(S(=O)(=O)NCc2ccccc2)c1)N1CCN(c2ccccn2)CC1
 : -4.7, -1.1, -0.7
C1=C(CCNCC2CC2)CCCC1
 : -0.7, 1.6, 1.0
CCOc1ccc(OCC)c(NC(=O)Cn2cccc2)c1
 : 0.8, -2.1, 0.3
O=C(CNC(=O)c1ccc([N+](=O)[O-])cc1)c1ccccc1
 : 2.8, 0.8, 1.7

# New compounds follow
FXN GAA850 act,NPR1 activator,DAX1 inh,SMILES
1.6,5.9,0.1,CS(=O)(=O)NCc1ccc(C(=O)NCCOc2ccccc2)cc1
3.5,-6.8,1.2,C=CCNC(=S)NNC(=O)COc1cccc(Cl)c1
-0.1,1.3,-0.6,Cc1cccc(N2CCN(C(=O)c3cn(C)c(=O)c4c3c3ccccc3n4C)CC2)c1C
-1.9,0.9,-0.5,CCC1Oc2ccc(Cl)cc2N(CC(=O)O)C1=O (stereo not drawn)
-3.9,-1.1,-0.7,CCOC(=O)c1cccc(NC(=O)C2CCN(S(=O)(=O)c3cccs3)CC2)c1
0.7,1.5,-0.7,CCOc1ccccc1-c1nc(-c2cccc(Br)c2)no1
-6.4,-10.1,0.3,Cc1cc(C)cc(N(C(C)C(=O)NCCC2=CCCCC2)S(C)(=O)=O)c1 (stereo not drawn)
-0.8,-7.8,-0.7,CCOc1cc(CNCCc2ccc(S(N)(=O)=O)cc2)cc(Cl)c1OCc1ccccc1
-4.3,3.2,0.3,C=CCc1c(C)nc(SCC(N)=O)[nH]c1=O
-2.1,-4.5,0.6,O=C(Cc1cccs1)Nn1c(Cc2cccs2)nc2ccccc2c1=O
1.9,-2.4,-0.1,O=c1[nH]n(-c2ccccc2)c(=O)c(Cl)c1Cl
-3.4,-0.9,0.6,CCOC(=O)c1c(C)c(C(=O)NCC2CCCO2)c(C)n1CC (stereo not drawn)
2.0,4.2,0.2,Cc1ccc(C(=O)Nc2ccccc2C(=O)NC2CCCCC2)cc1S(=O)(=O)N1CCOCC1
2.6,-0.7,0.0,CCCc1cc(C(=O)OC)c(NC(=O)OCC)s1
-3.2,-2.0,0.4,Cc1ccc(Cn2ccc(NC(=O)c3cc(-c4cccc(Cl)c4)on3)n2)cc1
-3.0,-11.0,-2.7,C=CCn1c(CCNC(=O)c2ccc(Cl)c(Cl)c2)nnc1SCCOc1ccc(OC)cc1
0.4,4.7,-0.3,O=S(=O)(Cc1ccccc1)NCc1ccccn1
-0.2,-2.8,-0.7,CCc1cccc(C)c1NC(=O)c1cc(C)oc1C
-1.8,1.7,0.1,O=C1CCCN1CCC1CCN(C(=O)Nc2ccccc2)CC1
2.4,-1.5,2.3,COc1ccc(NC(=O)c2csc3c2CCCC3)cc1
-1.6,1.8,0.3,COC(=O)CSc1nnc(CNC(=O)Cc2ccccc2)n1-c1ccccc1OC
0.3,-0.8,0.5,CCOC(=O)C1CCCN(C(=O)C(C)Oc2ccc(Cl)cc2Cl)C1 (stereo not drawn)
-3.8,-9.7,-1.0,CCn1c(SCC(=O)N2c3ccccc3CCc3ccccc32)nnc1-c1ccc(OC)cc1
-2.2,0.1,2.2,O=C(Cc1cccs1)N1CCCC(c2nc3c(nnn3Cc3cccc(Cl)c3)c(=O)[nH]2)C1 (stereo not drawn)
0.9,-0.7,4.7*,Cc1nnc(SCC(=O)N(C)c2ccccc2)n1-n1cccc1
-1.7,0.6,0.4,O=C(NCC1CCCO1)C1c2ccccc2C(=O)N1C1CCCCCC1 (stereo not drawn)
-1.0,-4.2,2.6,CCN(CC)c1nc(=S)nc(NC(C)(C)C)[nH]1
1.6,2.0,0.0,Cc1noc(C)c1CSc1nnc2ccc3ccccc3n12
1.2,0.8,0.1,NC(=O)c1ccccc1NC(=O)CCc1ccccc1
-0.2,0.0,-0.1,COc1ccc(-c2noc(C3CCCN(S(=O)(=O)c4cccc(Cl)c4)C3)n2)cc1OC (stereo not drawn)
-1.9,3.5,0.1,O=C(NC1CCCC1)c1ccc(COCC(F)(F)C(F)F)o1
1.7,4.2,-0.3,COC(=O)Nc1c(C)nn(Cc2ccccc2C)c1C
-0.7,1.6,-1.5,CC1CCN(CC(=O)Nc2cccc([N+](=O)[O-])c2)CC1
1.3,3.4,-0.8,CCn1ncc(C2=NOC(C(=O)Nc3cnn(C45CC6CC(CC(C6)C4)C5)c3)C2)c1C (stereo not drawn)
1.5,-4.2,2.5,Cc1ccc(OCn2c(=O)sc3ccccc32)cc1
2.4,9.2,0.4,CC(/C=N/N1CCN(c2ccccc2)CC1)=C\c1ccccc1
-1.4,-7.4,0.7,Cn1c(SCC(=O)N2CCN(S(=O)(=O)c3ccccc3)CC2)nc2ccccc21
1.3,2.2,-0.5,Cc1ccc(C)n1-c1ccc(N2CCOCC2)nc1
-0.5,0.4,-1.0,O=C(NCCc1ccc(Cl)cc1)C1CCN(S(=O)(=O)N2CCCCC2)CC1
2.9,-24.4,0.7,COc1cc(CNC2CCCC2)cc(Cl)c1OCc1ccccc1Cl
1.0,3.3,-1.0,c1ccc(-n2ncc3c(NCc4ccccn4)ncnc32)cc1
1.9,-0.2,0.7,Cc1cccc(Oc2ccccc2N)c1
-0.7,-1.6,-0.5,COC(=O)c1cc(OC)c(OC)cc1NC(=O)CN1CCCCC1
1.1,-1.3,0.4,Cc1ccc(Cn2ccc(NC(=O)c3cc(-c4ccc5c(c4)OCO5)on3)n2)cc1
-0.4,2.6,-0.6,CC(C)c1cc(C(=O)NCc2cccnc2)no1
-1.3,-1.4,1.6,COc1cc(C(=O)NC(c2ccccc2)c2ccccc2)cc(Cl)c1OC
0.4,-0.8,-1.7,Cc1ccc(-c2nnn(CC(=O)N(c3ccccc3F)C(C(=O)NC3CCCC3)c3ccco3)n2)o1 (stereo not drawn)
-1.8,7.2,-0.1,O=C(CSc1ncccc1-c1nc2ccccc2[nH]1)N1CCCCC1
3.0,8.5,0.1,N/C(=N\OC(=O)C1CCCCC1)c1cccnc1
-7.2,13.5,1.3,CCSc1ccccc1C(=O)n1nnc2ccccc21
-3.2,-1.9,0.2,COc1ccc(-c2cc(C(=O)Nc3cc(C)n(Cc4ccc(Cl)cc4)n3)no2)cc1OC
0.5,-1.5,-0.9,O=C1C(=O)N(c2cccc(Cl)c2)C(c2ccccc2[N+](=O)[O-])/C1=C(\O)c1ccccc1 (stereo not drawn)
-0.1,-1.4,0.0,NC(=O)COc1ccc2c3c(c(=O)oc2c1)CCCCC3
-2.0,-5.5,-0.5,Cc1cc(/C=N\NC(=O)CC(=O)NC2CCCCC2)c(C)n1-c1ccc(Cl)cc1
1.7,1.6,-1.4,Cc1nc2c(sc3nc4c(cc32)COC(C)(C)C4)c(=O)n1CC(=O)NCc1ccco1
5.6,-1.4,0.6,Cc1cc(C(=O)N2CCN(c3ccccc3)CC2)no1
-2.1,2.9,-0.7,Cc1ccc(NC(=O)CCCCCC2NC(=O)NC2C)cc1 (stereo not drawn)
-0.4,4.7,0.8,Cc1cc(C)cc(N2CCCn3c2nc2c3c(=O)n(CC(=O)OCc3ccccc3)c(=O)n2C)c1
-0.2,1.9,0.1,N=C(N)SCc1ncccc1O
0.4,6.1,1.8,CC(=O)NC12CC3CC(C)(C1)CC(NC(C)=O)(C3)C2

# New compounds follow.
FXN GAA850 act,NPR1 activator,DAX1 inh,SMILES
-3.0,-1.7,1.2,CCC(=O)NC(=S)Nc1ccc(S(=O)(=O)NC(C)C)cc1
0.6,5.4,-1.0,COc1ccc(-c2cc(C(=O)Nc3cc(OC)c(OC)c(OC)c3)no2)cc1OC
1.9,0.1,0.0,COc1ccc(OCC(=O)c2c(O)c3ccccc3oc2=O)cc1
-0.4,0.1,0.1,Cc1ccc(S(=O)(=O)Oc2ccc(C(c3c(C)[nH][nH]c3=O)c3c(C)[nH][nH]c3=O)cc2)cc1
1.9,2.9,0.3,COC(=O)c1sccc1NC(=O)c1cc(C)on1
1.9,-1.5,0.6,COc1ccc(CC(=O)Nc2ccc(-c3nnc(-c4ccccc4)o3)cc2)cc1OC
-0.4,-0.2,0.6,CCOC(=O)c1c(C)c(C(=O)N2CCN(C(=O)c3ccco3)CC2)c(C)n1C
0.8,2.4,-0.2,CCCCn1c(SCC(=O)N2CCC(C)CC2)nc2cc(S(N)(=O)=O)ccc21
-2.4,-1.0,0.4,CC1Cc2ccccc2N1C(=O)CSc1nnc(CNc2ccccc2)o1 (stereo not drawn)
0.5,-0.9,0.5,O=C(Nc1cccc2ccccc12)N1CCN(Cc2ccc3c(c2)OCO3)CC1
3.8,-3.6,0.9,COc1ccc(NS(=O)(=O)c2ccc3c(c2)CCC(=O)N3)c(OC)c1
-3.3,3.2,-1.2,CCn1c(=N)n(CC(=O)c2ccc(OC)c(OC)c2)c2ccccc21
0.6,1.4,-0.1,CCn1c(CS(=O)Cc2ccc(Cl)cc2Cl)nnc1SCc1c(Cl)cccc1Cl (stereo not drawn)
-3.5,2.5,-0.2,FC(F)(F)c1cccc(N2CCN(Cc3ccoc3)CC2)c1
2.0,-5.0,1.5,COc1ccc(NC(=O)CCc2nc3ccccc3[nH]2)cc1
2.9,2.3,1.6,O=C(NCc1cccnc1)c1noc2c1CCCC2
1.9,0.7,-0.2,Cc1ccc(-n2c(SCC(=O)N3CCOCC3)nnc2-c2cccnc2)cc1
-0.1,-12.8,0.3,CN(C)c1nc(OCCOC(=O)Nc2ccc(Cl)cc2Cl)nc(N(C)C)n1
1.2,-0.4,-1.1,CCOC(=O)c1c(C)c(C(=O)NCc2ccco2)c(C)n1Cc1ccccc1
-4.9,-2.7,-0.3,COc1ccc(N2C(=O)C(CC(=O)Nc3ccccc3)N(Cc3ccc4c(c3)OCO4)C2=O)cc1 (stereo not drawn)
5.5,0.7,1.6,C=CCSc1n[nH]c(-c2ccc(OCCC)cc2)n1
-1.7,-10.8,0.0,COc1ccc(-n2cc(-c3ccccc3)c3c(N4CCN(CCO)CC4)ncnc32)cc1
-0.1,4.7,-0.1,COc1ccc(NC(=O)CSc2nc(O)cc(=O)n2-c2ccccc2OC)cc1
-0.7,2.6,1.0,O=C(NC1CCCCC1)C1c2ccccc2C(=O)N1Cc1ccco1 (stereo not drawn)
1.4,2.1,0.7,Cc1c(NC(=O)c2cc(-c3cccs3)on2)c(=O)n(-c2ccccc2)n1C
2.5,-8.5,-0.5,O=S(=O)(c1cccc(Cl)c1)N1CCCC1
-1.8,-3.2,0.1,COC(=O)Nc1ccc(S(=O)(=O)N(CCO)CCO)cc1

# Bioassay records from PubChem.

# Not all compounds are listed, so the mix of outcomes need not match the whole.
